Screening data from PubChem.
GRK2 aptamer HTS: inhibitors of human GRK2 displacing RNA aptamer; inhibition of aptamer binding, % at 10 µM; AID 488847; P25098; hit rate 0.59% among 330,000; bead flow cytometry, FAM-aptamer displacement from GRK2;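 active means inhibition of aptamer binding above 40%, roughly 3 SD of noise, on plates passing a quality check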;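 further: median bead fluorescence of bound FAM aptamer so fluorescent compounds give negative values; no value below 0 was filed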
proCasp7 act: counter-screen for procaspase-3 activators: activators of human procaspase-7 | P55210 | recombinant procaspase-7, Ac-DEVD-pNA absorbance 405 nm; D23A/D198A/D206A triple mutant, cannot self-cleave; scale: DMSO 0, 5 µM enzyme 100 | activation, % at 8.5 µM | hit rate 0.093% among 330,000 | AID 463210;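 active means percent activation above the screen-wide mean plus 3 SD, cut at about 25% in these data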
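Assay system: Uncleavable procaspase-7 mutant enzyme | Input: 2 µM procaspase-7 mutant as dispensed | Timing: 1 h compound preincubation, 2 h substrate cleavage, 25 °C | Repeats: One well per compound | Control set: DMSO wells as 0%, DMSO with 5 µM added PC-7 as 100% | Technique: Epi-absorbance of released pNA at 405 nm, two timepoints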
Fh CTSL1 inh: blocks F. hepatica cathepsin L1 in PFM18AAP counter-screen | inhibition, % at 5.96 µM | recombinant F. hepatica cathepsin L1, Z-Leu-Arg-MCA fluorescence | AID 1906 | hit rate 0.49% among 300,000;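 active means inhibition above the mean of all tested compounds plus 3 SD, set per screening campaign, cut at about 17% in these data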;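 further: 0% = plate median of test compound wells and 100% = 1 µM Z-Phe-Ala-diazomethylketone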
GASC-1 inh: blocks human GASC-1 demethylase activity | Q9H3R0 | inhibition, % at 2.35 µM | hit rate 0.069% among 330,000 | AID 2099 | GST-JMJD2C(1-420) H3K9me3 demethylation, DELFIA europium;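 active means more than half of a compound's replicate wells show inhibition beyond 50%, single wells judged on their own value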;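 further: signal counts dimethyl H3K9 product captured on neutravidin plate; 0% = median of DMSO wells and 100% = 0.3 times that DMSO median; strong numbers were not always called active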
proCasp3 act: procaspase-3 (human) activation. P42574. recombinant procaspase-3 D3A, Ac-DEVD-pNA absorbance 405 nm. activation, % at 8.5 µM. hit rate 0.11% among 330,000. AID 463141;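 active means activation above the mean of all tested compounds plus 3 SD, cut at about 21% in these data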;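 further: 0% = DMSO alone and 100% = DMSO wells spiked with extra 5 µM PC-3 D3A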
Target sequence (P42574 whole entry D9A/D28A/D175A): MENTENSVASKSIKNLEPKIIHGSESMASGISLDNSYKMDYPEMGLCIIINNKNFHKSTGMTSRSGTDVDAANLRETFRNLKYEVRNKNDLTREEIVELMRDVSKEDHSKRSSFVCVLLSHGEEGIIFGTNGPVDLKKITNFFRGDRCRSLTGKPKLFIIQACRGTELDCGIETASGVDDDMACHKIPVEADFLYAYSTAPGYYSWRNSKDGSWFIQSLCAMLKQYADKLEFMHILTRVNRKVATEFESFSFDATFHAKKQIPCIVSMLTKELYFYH
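System: Procaspase-3 D3A mutant. Medium: Zinc-free 300 mM NaCl, 50 mM HEPES, 0.01% Triton X-100. Schedule: 1 h preincubation plus 2 h reaction at 25 °C. Measured by: 405 nm absorbance of p-nitroaniline, reads at 0 and 120 min. Read-out: percent activation relative to control range.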
PP1 counter: counter-screen for PP5 inhibitors: inhibitors of human PP1-alpha | purified PP1alpha, OMFP fluorescence | AID 2235 | hit rate 0.9% among 320,000 | inhibition, % at 6.7 µM | P62136;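 active means inhibition above the mean inhibition of all tested compounds plus 3 SD, computed separately for each screening campaign, cut at about 15% in these data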
core dimer inh: HCV core protein dimerization inhibition | hit rate 0.33% among 300,000 | inhibition, % at 5 µM | AID 1899 | TR-FRET GST/Flag-core106 dimerization, 1536-well;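 active means inhibition above the mean of all tested compounds plus 3 SD, set per screening campaign, cut at about 45% in these data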
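System – GST-tagged and Flag-tagged HCV core protein residues 1-106 · Repeats – one well for each compound · Technique – TR-FRET 671 and 617 nm emission · Doses – one concentration, 5 µM, in 0.5% DMSO · Times – 4 h, 22.5 °C incubation · Also added – Eu donor and XL665 acceptor anti-tag antibodies · Measure – percent inhibition of core106 dimerization signal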
PP5 inh: PP5 (human) phosphatase inhibition; P53041; purified PP5c, OMFP substrate fluorescence; inhibition, % at 6.7 µM; hit rate 0.18% among 320,000; AID 1987;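 active means inhibition above the campaign's mean inhibition across all tested compounds plus 3 SD, cut at about 9.5% in these data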;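 further: 0% = DMSO only and 100% = 100 µM cantharidin control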
Target sequence (P53041 whole entry, looked up): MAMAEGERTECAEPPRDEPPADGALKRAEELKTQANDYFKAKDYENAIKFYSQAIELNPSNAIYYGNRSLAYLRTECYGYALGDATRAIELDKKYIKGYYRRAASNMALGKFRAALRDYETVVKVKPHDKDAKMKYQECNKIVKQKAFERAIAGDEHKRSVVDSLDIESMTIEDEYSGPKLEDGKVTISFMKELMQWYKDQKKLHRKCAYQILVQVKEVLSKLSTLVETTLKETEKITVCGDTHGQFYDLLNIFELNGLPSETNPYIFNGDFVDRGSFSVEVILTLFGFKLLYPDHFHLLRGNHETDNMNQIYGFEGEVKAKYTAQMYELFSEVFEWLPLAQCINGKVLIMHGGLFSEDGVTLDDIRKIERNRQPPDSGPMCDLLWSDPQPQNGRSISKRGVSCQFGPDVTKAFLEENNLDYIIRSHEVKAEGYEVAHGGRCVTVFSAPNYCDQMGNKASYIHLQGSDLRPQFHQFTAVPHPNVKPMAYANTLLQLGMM
VLA-4 inh: inhibition in a human VLA-4 binding assay; VLA-4 expressing cells, ligand binding flow cytometry; AID 2557; P13612; hit rate 0.2% among 330,000; inhibition, % (about 7 µM as worked out from the volumes in the protocol); in the data active means inhibition above about 50%
Starred values were filed as active, the others as inactive; i = inactive; x = not tested or not shown. Only part of the results is shown; rates above refer to the full screens.

entry	structure	GRK2 aptamer HTS	proCasp7 act	Fh CTSL1 inh	GASC-1 inh	proCasp3 act
1	CC1CN(c2ccc([N+](=O)[O-])c3cccnc23)CC(C)N1 (configuration not stated)	1	-21	5	-23	-7
2	COC(=O)C1=C(c2cccc(OCc3ccccc3)c2)C[C@@H]2CC[C@H]1N2C(=O)NCc1ccccc1C(F)(F)F	0	-1	x	6	-6
3	C=CCN1C(=O)NC(=O)/C(=C/c2c(CCN(C)C(=O)c3ccccc3)cc3c(c2OC)OCO3)C1=O	6	-8	-3	7	-5
4	O=C(C(=O)N1CCOCC1)c1cn(Cc2ccccc2F)c2ccccc12	3	0	3	0	4
5	COC(=O)C1=C(c2cccc(C#N)c2)C[C@@H]2CC[C@H]1N2C(=O)NC(C)C	0	4	x	9	1
6	O=C1/C(=C/c2ccccc2)C[C@@]2(O)[C@H]3Cc4ccc(O)c5c4[C@@]2(CCN3CC2CC2)C1O5 (some centres not stated)	0	0	x	x	6
7	CC1=NN(c2ccccc2)C(=O)C1/C=C1\C(=O)NC(=O)N(c2ccc(C)c(C)c2)C1=O (configuration not stated)	0	-10	3	-6	-2
8	COP(=O)(OC)Oc1ccc(C(O)C(Cl)(Cl)Cl)cc1 (configuration not stated)	1	4	2	-18	-6
9	COc1cc(OC)c(OC)cc1CNC(C)C(O)c1ccccc1 (configuration not stated)	0	4	-2	8	-7
10	COC(=O)[C@@H]1C[C@]2(C(=O)O)c3ccccc3N(OOSc3ccccc3)[C@@H]2N1C(=O)OC	8	1	-2	-16	0
11	CCOc1ccc(-c2cc(C)[n+](CCN3CCOCC3)c(-c3ccc(OCC)cc3)c2)cc1	0	4	4	8	1
12	Cc1ccsc1C(=O)C1CCCN(Cc2cccc(-n3cccn3)c2)C1 (configuration not stated)	0	2	-2	-12	-3

entry	PP1 counter	core dimer inh	PP5 inh	VLA-4 inh
1	-5	0	-6.4	-8
2	6	x	3.4	15
3	-7	0	0.2	-3
4	1	-5	1.1	9
5	-2	x	-2.0	11
6	x	x	x	6
7	2	-10	-0.1	15
8	8	1	1.1	9
9	-3	-4	4.5	7
10	-4	-9	-0.6	11
11	-4	2	-0.5	23
12	-2	0	0.5	1

Quoted at random: two compounds from above
entry	structure	GRK2 aptamer HTS	proCasp7 act	Fh CTSL1 inh	GASC-1 inh	proCasp3 act
2	COC(=O)C1=C(c2cccc(OCc3ccccc3)c2)C[C@@H]2CC[C@H]1N2C(=O)NCc1ccccc1C(F)(F)F	0	-1	x	6	-6
5	COC(=O)C1=C(c2cccc(C#N)c2)C[C@@H]2CC[C@H]1N2C(=O)NC(C)C	0	4	x	9	1

entry	PP1 counter	core dimer inh	PP5 inh	VLA-4 inh
2	6	x	3.4	15
5	-2	x	-2.0	11

Further records:
entry	structure	GRK2 aptamer HTS	proCasp7 act	Fh CTSL1 inh	GASC-1 inh	proCasp3 act
13	O=C1NC(=O)N(CCC2=CCCCC2)C(=O)/C1=C/c1ccc(O)cc1	2	-13	3	6	-1
14	CN(C)C(=O)Oc1cc(=O)n2c3c(cccc13)CCC2	4	-1	-1	9	0
15	Cc1cc(=O)oc2cc(OCC(=O)N3CCN(C(C)c4ccccc4)CC3)c(Cl)cc12 (configuration not stated)	0	9	x	-11	5
16	NC(=O)Nc1ccc(C(=O)OCC(=O)Nc2ccc(Cl)cc2C(=O)c2ccccc2)cc1	1	-4	1	2	-8
17	CC(CC(C#N)(c1ccccc1)c1ccccc1)N(C)C (configuration not stated)	0	0	x	x	9
18	CCOc1cc(/C=C2\C(=O)NC(=O)N(C)C2=O)cc([N+](=O)[O-])c1O	4	-18	6	12	-10
19	O=c1c2ccccc2nc(CSc2ncnc3nc[nH]c23)n1-c1ccccc1Cl	0	15	21*	10	16
20	Oc1ccc2c3c1O[C@H]1c4[nH]c5ccccc5c4C[C@@]4(O)C(C2)N(CC2CC2)CC[C@]314	0	10	3	-6	10
21	O=c1c2ccccc2nc(-c2cccs2)n1-c1cnccn1	0	-4	4	4	6
22	O=C1NC(=O)C(=Cc2ccc(-c3ccc(Cl)cc3)o2)C(=O)N1	5	-25	-1	0	-10
23	CCOC(=O)C1(CCc2ccccc2)CCN(Cc2ccco2)CC1	2	5	-2	27	6
24	CCC(=NC1CC1)c1c(O)n(C2CCCCC2)c(=O)[nH]c1=O	0	-4	7	0	-14

entry	PP1 counter	core dimer inh	PP5 inh	VLA-4 inh
13	4	-6	-1.5	13
14	-3	-8	-1.0	12
15	-2	x	1.0	-1
16	-1	-2	3.6	11
17	x	x	x	17
18	-1	-6	0.8	1
19	0	3	-1.2	-4
20	6	-1	0.2	-7
21	-4	2	-3.1	9
22	-1	19	1.5	26
23	-2	-1	1.3	10
24	2	-8	2.6	-10

Overlap with the part before: 3 compounds, then new ones.
entry	structure	GRK2 aptamer HTS	proCasp7 act	Fh CTSL1 inh	GASC-1 inh	proCasp3 act
22	O=C1NC(=O)C(=Cc2ccc(-c3ccc(Cl)cc3)o2)C(=O)N1	5	-25	-1	0	-10
23	CCOC(=O)C1(CCc2ccccc2)CCN(Cc2ccco2)CC1	2	5	-2	27	6
24	CCC(=NC1CC1)c1c(O)n(C2CCCCC2)c(=O)[nH]c1=O	0	-4	7	0	-14
25	CC(=O)c1c(C)n(CC2CCCO2)c2ccc(O)cc12 (configuration not stated)	3	-2	4	8	-5
26	COc1ccc(OCC(=O)Nc2ccc(Cl)cc2C(=O)c2ccccc2)cc1	1	10	1	75	-5
27	CCOC(=O)c1c(N)n(CCN2CCCCC2)c2nc3ccccc3nc12	6	-5	2	21	0
28	C[N+]1=C(/C=C/Nc2ccccc2)C(C)(C)c2ccccc21	0	-6	2	2	0
29	COc1nc(NC(C)C)nc(NC(C)C)n1	0	10	7	-6	-6
30	Cc1cc[n+](Cc2ccccc2)cc1	0	5	0	11	2
31	COc1cccc(CNCCc2ccccc2)c1OC	0	10	-2	-8	-3
32	O=c1[nH]c(=O)n(Cc2ccco2)c(O)c1C=NC1CCN(Cc2ccccc2)CC1	0	1	3	-21	3
33	O=c1[nH]c(=S)n(CCC2=CCCCC2)c(O)c1C=NC1CCN(Cc2ccccc2)CC1	3	1	-3	-9	5
34	O=P(Oc1ccccc1)(Oc1ccccc1)N1CCN(c2ccc(F)cc2)CC1	3	3	3	-5	-2
35	CCN1C(=O)/C(=C/c2ccc(N(CC)CC)cc2OC)C(=O)NC1=S	0	-22	8	4	-11
36	COc1ccc(-n2c(CN3CCOCC3)nc3ccccc3c2=O)c(OC)c1	3	-3	4	-8	-1

entry	PP1 counter	core dimer inh	PP5 inh	VLA-4 inh
22	-1	19	1.5	26
23	-2	-1	1.3	10
24	2	-8	2.6	-10
25	-5	-3	0.3	5
26	-3	-4	-3.6	14
27	0	8	-0.9	10
28	-1	-9	1.7	i
29	-1	4	1.2	1
30	-4	-6	-0.8	-6
31	-3	1	0.0	3
32	0	-1	1.8	-2
33	-3	-7	3.6	-40
34	-1	8	3.7	2
35	2	-1	-0.7	-277
36	1	0	-1.0	7

More entries.
entry	structure	GRK2 aptamer HTS	proCasp7 act	Fh CTSL1 inh	GASC-1 inh	proCasp3 act
37	O=C(c1sc2ccccc2c1Cl)N1CCC2(CC1)OCCO2	0	-6	-1	11	-3
38	CC(=O)OC1N=C(c2ccc(Cl)cc2)c2cc(Br)ccc2NC1=O (configuration not stated)	0	-2	-1	-9	19
39	O=c1[nH]c(=O)n(-c2ccc(F)cc2)c(O)c1C=Nc1ccccc1N1CCCC1	0	3	13	1	8
40	CC(C)[C@H](NC(=O)N1C[C@H]2C[C@@H](C1)c1cccc(=O)n1C2)C(=O)Nc1ccccc1F	1	-2	1	7	10
41	CN(C)CCN=Cc1c(O)n(-c2cccc3ccccc23)c(=O)[nH]c1=O	1	0	-4	-4	6
42	Cc1ccc(S(=O)(=O)N(C)C)cc1NC(=O)C(C)[N+]12CCN(CC1)CC2 (configuration not stated)	1	1	0	-6	1
43	CN1c2ccccc2Oc2ccccc21	0	-8	9	-22	-15
44	Cn1c2ccccc2c2c(C(=O)N3CCC4(CC3)OCCO4)cn(C3CCCC3)c(=O)c21	4	-8	-2	2	-5
45	Cc1nn(CC(C)C)c(Cl)c1C(=O)NC1CCC(C)CC1 (configuration not stated)	2	9	-2	1	-3
46	CCC(C)n1c(O)c(C=NCC2CCCO2)c(=O)[nH]c1=S (configuration not stated)	0	7	0	-3	8
47	CC(=O)OC1(c2ccccc2)CCN(C)C(C)C1C (configuration not stated)	0	-5	-4	-4	-3
48	O=C(C1CCN(c2nc3ccc(Br)cc3s2)CC1)N1CCC2(CC1)OCCO2	0	4	6	26	-2
49	O=C1CCN(C(=O)Cc2ccccc2[N+](=O)[O-])CC1	0	13	0	6	4

entry	PP1 counter	core dimer inh	PP5 inh	VLA-4 inh
37	0	-3	1.2	5
38	-2	0	1.6	4
39	-3	15	-0.9	9
40	-4	-3	2.1	14
41	0	2	2.9	8
42	1	2	-2.2	7
43	-1	-23	0.8	6
44	-4	3	1.4	5
45	-4	0	-0.4	26
46	-2	-4	2.9	-8
47	-11	-7	0.5	-1
48	-1	-14	0.5	0
49	0	0	-1.1	-8
